Source: PubChem BioAssay (National Center for Advancing Translational Sciences (NCATS))
ATXN2 expr inh – Primary qHTS for Inhibitors of ATXN expression. HEK-293 ATXN2-luciferase reporter, luminescence, 24 h. Potency, µM (series often up to 57 µM), without a hit: at the highest dose activity change, negative = inhibition, actives largely listed as inhibitors. hit rate 0.72% among 360,000. AID 1745845, 2022; note: potency is the fitted concentration of half-maximal effect; % is set by controls: 0 for no effect and ±100 for the full control effect; nearly all actives have a fitted effect of over 55% in size
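qHTS (up to 57 uM final) was run with 24 h compound exposure of reporter cells at 37 °C. Each well was multiplexed: SteadyGlo luminescence measured ATXN2-luciferase expression after a fluorogenic Gly-Phe-AFC viability readout (25 uM final).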
S2 tox – Viability Counterscreen for Primary qHTS for Inhibitors of ATXN expression; S2 cells (HEK-293 line with an ATXN2-luciferase reporter) viability, CellTiter-Fluor protease fluorescence, 24 h; Potency, µM (top dose mostly 56.7 µM), most hits filed as cytotoxic; hit rate 0.49% among 400,000; AID 651635, 2014; note: potency is the fitted concentration of half-maximal effect; nearly all actives have a fitted effect of over 40% in size
Nrf2 block – Nrf2 qHTS screen for inhibitors; A549 ARE-Fluc reporter, luciferase luminescence, 18-24 h; Potency, µM (top dose mostly 46 µM), for inactives: at the top dose activity change, negative = inhibition, usual class: inhibitors; hit rate 2.1% among 360,000; AID 504444, 2011; note: potency is the fitted concentration of half-maximal effect; % is set by controls: 0 for no effect and ±100 for the full control effect; nearly all actives have a fitted effect of over 60% in size
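A549 ARE_Fluc cells (5000/well, 5% FBS OPTI-MEM) pre-incubated 2 h, then treated with compounds 18-24 h at 37C/5% CO2 in concentration-response. CellTiter-Fluor viability read first; BugLite luciferase luminescence after 15 min at room temperature gives Nrf2 activity.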
IL-2 act – qHTS of IL-2 Activators | IL-2 activation reporter assay, cell-based qHTS; stimulated with anti-CD3/CD4/CD28 beads; in transgenic mouse T cells | activation, % (series mostly up to about 46 µM) | hit rate 0.065% among 360,000; in the data active = activation above about 50%; inconclusive = mostly about 30% to 49%; note: 0% is about no effect
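Unstimulated transgenic mouse T cells preincubated 60 min with compound, then stimulated with anti-CD3/anti-CD4-coated beads plus anti-CD28 for 18 h at 37 degrees C. IL-2 response read as EGFP and DsRed fluorescence by plate cytometry.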
Nrf2 ARE act – qHTS of Nrf2 Activators. Potency, µM (doses to about 46.1 µM), for inactives: top-dose activation, hits mostly activators. hit rate 0.31% among 410,000. AREc32 ARE-luciferase reporter (MCF7-derived line), luminescence, 24 h; note: potency is the fitted concentration of half-maximal effect; % of control where 0% means no effect; nearly all actives have a fitted effect of over 65% in size
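AREc32_Fluc, 1000 cells/well, OPTI-MEM + 5% FBS, o/n 37 deg C 5% CO2; 23 nL cpd by pin tool, 24 hr; Steady-Glo 30 min RT, luminescence.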
HepG2 viability – qHTS for Inhibitors of TGF-b: Cytotox Counterscreen. HepG2 CAGA-GFP viability, ATP luminescence, 18 h. Potency, µM (doses to about 46.1 µM), for inactives: top-dose activity change, negative = cytotoxicity, actives largely listed as cytotoxic. hit rate 0.76% among 410,000. AID 588856, 2011; note: potency is the fitted concentration of half-maximal effect; some results filed as inactive show a strong effect at the top dose
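CellTiter-Glo luminescence gave cytotoxicity after 18 hours at 37 degrees C. The cells were HepG2 CAGA-GFP in 1% FBS DMEM, stimulated with 500 pg/mL TGF-beta after compound addition. %Activity was normalised to no-cell wells (complete cell-killing) and DMSO (no toxicity), and curves were fitted and classified.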
A549 viability – Nrf2 qHTS screen for inhibitors: counterscreen for cytotoxicity; A549 ARE-Fluc cells, CellTiter-Fluor viability, 18-24 h; Potency, µM (titrated, usually from 46 µM), without a hit: at the top dose activity change, negative = cytotoxicity, hits mostly inhibitors; hit rate 0.16% among 390,000; note: potency is the fitted concentration of half-maximal effect; % is set by controls: 0 for no effect and ±100 for the full control effect
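Cytotoxicity counterscreen: CellTiter-Fluor fluorescence was measured in A549 ARE_Fluc cells after 18-24 h of compound exposure in a concentration series. The subsequent BugLite luminescent read reports ARE-luciferase activity.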
EPAC2 agonist – qHTS for Agonist of cAMP-regulated guanine nucleotide exchange factor 4 (EPAC2): primary screen. Rap guanine nucleotide exchange factor 4 (Homo sapiens), Q8WZA2. EPAC2 activation, biochemical qHTS; response scale: 100% = 6.5 mM cAMP response. Potency, µM (titrated, usually from 154 µM), for inactives: at the highest dose activation, usual class: activators. hit rate 0.079% among 360,000. AID 720711, 2013; note: potency is the fitted concentration of half-maximal effect; nearly all actives have a fitted effect of over 50% in size
Target sequence (Q8WZA2 whole entry, looked up): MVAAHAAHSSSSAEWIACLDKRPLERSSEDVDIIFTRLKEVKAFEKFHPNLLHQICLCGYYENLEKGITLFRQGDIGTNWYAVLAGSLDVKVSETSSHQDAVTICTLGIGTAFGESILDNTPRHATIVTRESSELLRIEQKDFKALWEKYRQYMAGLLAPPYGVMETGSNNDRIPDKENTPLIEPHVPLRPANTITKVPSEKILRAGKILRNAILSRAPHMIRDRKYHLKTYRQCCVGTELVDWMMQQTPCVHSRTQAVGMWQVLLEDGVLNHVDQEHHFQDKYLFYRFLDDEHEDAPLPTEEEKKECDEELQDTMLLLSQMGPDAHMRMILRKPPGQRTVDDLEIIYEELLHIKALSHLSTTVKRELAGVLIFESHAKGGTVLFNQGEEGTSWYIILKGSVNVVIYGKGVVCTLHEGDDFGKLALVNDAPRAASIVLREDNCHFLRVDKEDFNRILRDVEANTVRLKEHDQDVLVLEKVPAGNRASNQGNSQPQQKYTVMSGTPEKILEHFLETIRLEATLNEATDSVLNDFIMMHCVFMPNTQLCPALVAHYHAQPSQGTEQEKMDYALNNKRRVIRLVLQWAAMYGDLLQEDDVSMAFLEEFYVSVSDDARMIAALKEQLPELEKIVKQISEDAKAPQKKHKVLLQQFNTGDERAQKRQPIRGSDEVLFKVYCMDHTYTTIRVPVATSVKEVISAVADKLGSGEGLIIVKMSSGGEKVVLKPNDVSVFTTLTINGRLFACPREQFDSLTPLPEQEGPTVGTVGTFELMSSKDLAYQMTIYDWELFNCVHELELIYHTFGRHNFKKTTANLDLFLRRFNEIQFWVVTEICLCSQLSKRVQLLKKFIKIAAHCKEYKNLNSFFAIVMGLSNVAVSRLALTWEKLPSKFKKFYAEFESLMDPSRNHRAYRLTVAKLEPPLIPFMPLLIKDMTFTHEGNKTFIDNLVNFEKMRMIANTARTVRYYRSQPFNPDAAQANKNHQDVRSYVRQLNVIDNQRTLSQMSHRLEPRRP
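Fluorescence exchange assay: 100 nM EPAC2 with 250 nM RAP1B-BODIPY-GDP and 50 uM GDP; compounds tested as a concentration-titration series (qHTS). Loss of Rap1-bound BODIPY-GDP fluorescence read at 480/540 nm; data normalized to 6.5 mM cAMP.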
TGFb inhibitor – qHTS for Inhibitors of TGF-b | HepG2 CAGA-GFP TGF-b/SMAD3 reporter, GFP fluorescence, 18 h; TGF-beta stimulated, 500 pg/mL final | Potency, µM (titrated, usually from 46.1 µM), for the others: at the highest dose activity, negative = inhibition, actives largely listed as inhibitors | hit rate 1.2% among 410,000; note: potency is the fitted concentration of half-maximal effect; % is set by controls: 0 for no effect and ±100 for the full control effect; nearly all actives have a fitted effect of over 65% in size
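Inhibition was scored as loss of TGF-beta-induced (500 pg/mL final, 18 hours, 37 degrees C) GFP in HEPG2 cells carrying a CAGA-GFP reporter, in DMEM with 1% FBS. Well GFP was summed per cell; Activity was normalised to unstimulated and stimulated DMSO wells, then concentration-response fitting.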
Active calls of the source: *; i = inactive; ? = inconclusive; · = no result given; [ ] = dose if it differs, or a comment. Unless noted, calls come from the whole dose curve; as a rule, active = well fitted curve in the direction sought with a large enough effect; inconclusive = small, poorly fitted or top-dose-only effect, or another doubt; inactive = no such curve, though single readings can be large; an effect the other way counts as inactive or inconclusive.

Results follow in this order: ATXN2 expr inh	S2 tox	Nrf2 block	IL-2 act	Nrf2 ARE act	HepG2 viability	A549 viability	EPAC2 agonist	TGFb inhibitor
CC(C)C[C@H]1CNC(=S)N1CC1CCCN1C[C@H](Cc1ccccc1)N1C[C@H](Cc2ccccc2)N(CC2CCCCC2)C1=S (stereo not given in full)
→ -27%	?	·	-0.6	-0.9%	26%	·	2%	4%
CNc1nc(N)c([N+](=O)[O-])c(Nc2cccc(F)c2)n1
→ -5%	i	1%	0.2	11%	-3%	0%	-1%	4%
CCOC(=O)C1(CCOc2ccccc2)CCN(Cc2ccc(O)cc2)CC1
→ -12%	i	24%	-0.4	0.5%	-49%	5%	9%	5%
OCC[C@@H]1C[C@H](O)[C@@H](O)[C@@]2(OCCc3cc(Cl)ccc32)O1
→ 7%	i	·	3.1	-0.9%	-28%	·	7%	-20%
COc1ccc(OCC(O)CN2CCNCC2)cc1 (stereo not given)
→ 22%	i	4%	-0.5	-0.6%	8%	1%	7%	-2%
COC(=O)NC1c2ccccc2Oc2ccccc21
→ -23%	i	-2%	-7.2	-0.8%	-3%	1%	2%	-18%
CCCCCOc1ccc(NC(=O)CSc2cccc3cccnc23)cc1
→ -38%	i	1%	-5.0	?	20µM*	-1%	-17%	?
Cc1noc(NS(=O)(=O)c2ccc(N/C=C\C(=O)c3cccs3)cc2)c1C
→ ·	i	10%	0.1	6.7%	24%	-15%	2%	11%
c1ccc(Nc2ccccc2Nc2ccccn2)nc1
→ 0%	i	·	0.3	2.3%	2%	-3%	-8%	12%
C/C(=N\NC(=S)NC1CCCCC1)c1ccc(O)cc1
→ -9%	i	-24%	-0.9	3.9%	-12%	3%	16%	-10%
Cc1cccc(NC(=O)CN2CCN(CC(=O)NCc3ccc(Cl)cc3Cl)CC2)c1C
→ -4%	i	22%	-2.2	-0.4%	7%	-4%	6%	-1%
NC(=O)c1ccsc1NC(=O)COC(=O)Cc1ccsc1
→ -2%	i	-3%	-2.8	-0.5%	-7%	0%	-6%	-13%
CCOc1ccc(N2C(=O)CC(N(CCc3ccc(OC)cc3)C(=O)/C=C/C(=O)O)C2=O)cc1 (stereo not given)
→ -2%	i	8%	-1.3	-0.2%	5%	3%	8%	7%
CCOc1ccc(OCCn2c(=S)[nH]c3ccccc32)cc1
→ ·	i	?	0.0	0.0%	-10%	1%	1%	-7%
Cc1cccc2c(=O)cc(CSCC(=O)Nc3ccc(Cl)cc3)[nH]c12
→ -13%	?	·	·	4.6%	5%	-3%	·	-21%
CCOC(=O)N1CCN(c2ncnc3c2oc2nc(C(C)C)c4c(c23)CCC4)CC1
→ -10%	i	11%	-1.6	0.1%	-21%	2%	-1%	10%
COc1ccc2nc(SCC(=O)NCC(F)(F)F)[nH]c2c1
→ 0%	i	?	-0.6	1.5%	-26%	2%	-16%	5%
Cc1ccc(NC(=O)CSCC(=O)Nc2ncc3c(n2)CC(c2ccco2)CC3=O)cc1 (stereo not given)
→ -4%	i	1%	3.4	2.4%	-27%	-7%	5%	-1%
COCCCNC(=O)CN1C(=O)/C(=C\c2ccc(C)cc2)Sc2ccccc21
→ -4%	i	2%	-0.1	2.0%	-23%	4%	-2%	?
CCOC(=O)c1c(-c2ccccc2)cn2ccccc12
→ 3%	i	·	-1.6	0.0%	-4%	-2%	3%	-6%
CN(NC(=O)C1CC(=O)N(c2ccccc2)C1)C1=NS(=O)(=O)c2ccccc21 (stereo not given)
→ 13%	i	0%	-2.5	1.6%	-1%	11%	1%	15%
O=C(Nc1ccc(NC(=O)c2cccs2)cc1)c1cccs1
→ 0%	i	-15%	0.9	0.2%	0%	-23%	1%	21%
O=C(c1ccc(Sc2ccccc2)c([N+](=O)[O-])c1)N1CCOCC1
→ ·	i	-12%	-1.8	0.6%	-19%	-3%	3%	-12%
NC(=O)c1c(NC(=O)c2noc3c2CCCC3)sc2c1CCCC2
→ ·	·	?	·	8.9%	4%	-1%	·	-1%
O=C(CCNC(=O)C1CCN(S(=O)(=O)c2ccccc2)CC1)NCc1ccncc1
→ ·	i	4%	0.3	-0.7%	1%	1%	6%	1%
CCOc1ccc(C2C=C(c3ccc(C)cc3)Nc3nnnn32)cc1 (stereo not given)
→ -15%	·	-16%	21	0.5%	-20%	?	-25%	18%
COCCNC(=O)/C(C#N)=C/c1ccc(OCc2ccc(F)cc2)cc1
→ 15%[11.3 µM]	i	5%	-1.2	7.3%	-19%	1%	9%	6%
COc1ccc(OCC(O)CNS(=O)(=O)c2cccs2)cc1 (stereo not given)
→ 4%	i	-20%	-2.8	-0.2%	-9%	-3%	0%	1%
Cc1c(C(=O)Nc2nc3ccccc3[nH]2)cccc1[N+](=O)[O-]
→ 31%	i	12%	-0.3	22%[9.22 µM]	-2%	-1%	11%	7%
COc1ccc(NC(=O)COC(=O)C2CC(=O)N(c3ccc(OC(C)C)cc3)C2)cc1 (stereo not given)
→ 11%	i	10%	3.0	-1.0%	-6%	1%	-6%	-19%
Cc1ccc(OCC(=O)Oc2c(C)cccc2C)cc1C
→ -3%	i	-11%	-0.6	0.4%	-33%	12%	25%	-4%
CCc1ccc(S(=O)(=O)c2nnn3c2nc(N2CCCC2)c2sccc23)cc1
→ ·	·	?	·	1.9%	5%	4%	·	13%
CN1C(=O)N(CC(=O)N2CCN(S(=O)(=O)c3ccc4c(c3)CCC4)CC2)C(=O)C12CCCCC2
→ 2%	i	5%	-3.5	-0.7%	3%	0%	-3%	?
CN(c1ccc(F)cc1)S(=O)(=O)N1CCCC(C(=O)NCc2cccc(Br)c2)C1 (stereo not given)
→ ·	·	-76%	·	0.0%	-54%	-4%	·	8.9µM*
COc1ccc(C(=O)/C=C/C(=O)N(Cc2ccc(F)cc2)C(C(=O)NC2CCCCC2)c2ccncc2)c(O)c1 (stereo not given)
→ -29%	?	5%	-3.9	9.8%	2%	-12%	-1%	10µM*
Cc1ccc(COc2ccc(Br)cc2/C=N/O)cc1
→ -3%	i	9%	-2.9	4.3%	-62%	-22%	3%	-25%
Cc1ccccc1-c1csc(C(O)c2cccnc2)n1 (stereo not given)
→ 12%	i	·	-0.5	1.0%	5%	·	3%	2%
Cc1ccc(CN2CC(C(=O)NCCCSc3ccccc3)CC2=O)cc1 (stereo not given)
→ -13%	i	-9%	-0.2	2.7%	-18%	-11%	-3%	-4%
COc1ccc(CCN(C(=O)c2snc(C(N)=O)c2N)C(C)C(=O)NC2CCCCC2)cc1OC (stereo not given)
→ 5%	i	-12%	-0.4	-0.3%	1%	-7%	5%	7%
COc1cccc(/C=C(/C#N)c2ccc(Cl)cc2)c1OCc1cccc(C(=O)O)c1
→ 27%	i	11%	-2.3	13%	-3%	-10%	-5%	-3%

Record cards (already shown).
Entry for COc1ccc(CCN(C(=O)c2snc(C(N)=O)c2N)C(C)C(=O)NC2CCCCC2)cc1OC (stereo not given) = ATXN2 expr inh = 5%; S2 tox = i; Nrf2 block = -12%; IL-2 act = -0.4; Nrf2 ARE act = -0.3%; HepG2 viability = 1%; A549 viability = -7%; EPAC2 agonist = 5%; TGFb inhibitor = 7%
Entry for COCCNC(=O)/C(C#N)=C/c1ccc(OCc2ccc(F)cc2)cc1 = ATXN2 expr inh = 15%[11.3 µM]; S2 tox = i; Nrf2 block = 5%; IL-2 act = -1.2; Nrf2 ARE act = 7.3%; HepG2 viability = -19%; A549 viability = 1%; EPAC2 agonist = 9%; TGFb inhibitor = 6%

Continuation.
Results follow in this order: ATXN2 expr inh	S2 tox	Nrf2 block	IL-2 act	Nrf2 ARE act	HepG2 viability	A549 viability	EPAC2 agonist	TGFb inhibitor
O=C(NCc1cccc(F)c1)c1cccc2c1C(=O)c1ccc(N3CCC(Cc4ccccc4)CC3)cc1S2(=O)=O
→ -11%	·	-7%	?	-1.2%	-9%	6%	-75%[inhibitor]	15%
Cc1cc(C2(c3cc(C)c(NC(=O)CN4CCOCC4)c(C)c3)CCCCC2)cc(C)c1NC(=O)CN1CCOCC1
→ -1%	i	-2%	0.0	-0.2%	4%	-4%	1%	0%
Cc1ccc(NC(=O)c2nc[nH]c2C(=O)NCCCCCNC(=O)OC(C)(C)C)cc1
→ ?	·	?	-0.6	-5.1%	-55%	?	-12%	?
CCCCCc1nnc(NS(C)(=O)=O)s1
→ 5%	?	2%	-2.5	0.0%	-2%	-4%	-4%	-3%
COc1ccc(CCCNC(=O)C2CCC(=O)N(Cc3ccccc3F)C2)cc1 (stereo not given)
→ 15%	i	1%	-0.3	-0.2%	1%	0%	4%	5%
CCOC(=O)C1(CCOC)CCN(Cc2cccc(OCc3ccccc3)c2)CC1
→ 1%	i	3%	-0.1	3.1%	-40%	-6%	2%	-15%
Clc1cccc(N2CCN(c3nc4ccccc4n4cnnc34)CC2)c1
→ 0%	i	-2%	·	0.4%	6%	1%	·	6%
Cn1c(=O)c2c(nc(N3CCCCC3)n2CCCNC2=NCCCC2)n(C)c1=O
→ 2%	i	2%	-3.9	0.2%	-17%	0%	2%	-9%
Cc1ccc(N2CCN(CCc3nc4cc(NS(C)(=O)=O)ccc4n3C)CC2)cc1
→ -19%	i	?	-1.0	0.6%	-16%	-4%	-3%	-6%
CC1CCCN(C(=O)c2ccc(Cl)c(S(=O)(=O)N3CCCCCC3)c2)C1 (stereo not given)
→ ·	i	-30%	0.3	9.8%	2%	-1%	12%	?
